High-throughput results from PubChem.
IDE cell inh: inhibits human insulin-degrading enzyme in HEK cells. P14735. FAbetaB cleavage, fluorescence polarization. inhibition, % at 5.59 µM. 0.41% of 320,000 active. AID 434962;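 active means percent inhibition above the average of all tested compounds plus 3 SD, set per screening campaign, cut at about 16% in these data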;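 further: IDE supplied by intact live HEK cells; FP after avidin binding of uncleaved biotin substrate so inhibition keeps polarization high; 0% = DMSO wells and 100% = 60 µM reference IDE inhibitor Ii1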
Target sequence (P14735 whole entry, looked up): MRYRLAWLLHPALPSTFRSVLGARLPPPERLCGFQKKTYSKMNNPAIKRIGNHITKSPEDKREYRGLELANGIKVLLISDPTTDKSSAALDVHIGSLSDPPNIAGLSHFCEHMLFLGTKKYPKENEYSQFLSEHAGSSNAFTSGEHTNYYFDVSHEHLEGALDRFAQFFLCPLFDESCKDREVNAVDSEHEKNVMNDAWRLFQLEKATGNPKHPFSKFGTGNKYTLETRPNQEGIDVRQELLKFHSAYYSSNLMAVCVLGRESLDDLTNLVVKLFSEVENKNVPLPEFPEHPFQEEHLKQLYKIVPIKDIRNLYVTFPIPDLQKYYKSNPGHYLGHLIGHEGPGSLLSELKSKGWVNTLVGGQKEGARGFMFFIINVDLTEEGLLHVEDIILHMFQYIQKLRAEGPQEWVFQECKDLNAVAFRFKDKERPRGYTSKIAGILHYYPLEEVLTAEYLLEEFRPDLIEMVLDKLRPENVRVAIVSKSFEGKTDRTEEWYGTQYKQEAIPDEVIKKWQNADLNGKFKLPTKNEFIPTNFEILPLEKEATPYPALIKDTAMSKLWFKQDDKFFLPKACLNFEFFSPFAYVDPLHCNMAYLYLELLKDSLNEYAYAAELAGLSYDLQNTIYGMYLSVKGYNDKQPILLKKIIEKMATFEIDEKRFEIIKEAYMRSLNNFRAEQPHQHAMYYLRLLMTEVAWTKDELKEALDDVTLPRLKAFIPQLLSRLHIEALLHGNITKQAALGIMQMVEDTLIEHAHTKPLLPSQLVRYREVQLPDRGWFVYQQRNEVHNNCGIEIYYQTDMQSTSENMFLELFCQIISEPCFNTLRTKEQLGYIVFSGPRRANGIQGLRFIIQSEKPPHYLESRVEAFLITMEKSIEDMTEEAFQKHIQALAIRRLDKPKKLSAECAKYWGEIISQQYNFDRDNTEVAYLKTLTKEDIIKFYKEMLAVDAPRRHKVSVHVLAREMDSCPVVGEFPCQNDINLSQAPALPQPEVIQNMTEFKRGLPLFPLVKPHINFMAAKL
NS3 helicase inh: HCV NS3 helicase inhibition; inhibition, % at 10.9 µM; 0.56% of 290,000 active; NS3 helicase DNA unwinding, Cy5 molecular beacon fluorescence; AID 1800;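 active means inhibition above the mean of all tested compounds plus 3 SD, set per campaign, cut at about 35% in these data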;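 further: 0% = DMSO wells and 100% = thioflavine S control wells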
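assay system = NS3 helicase fragment of HCV | buffer or medium = MOPS pH 6.5, MgCl2, DTT, Tween20, BSA | timing = 60 min unwinding reaction at 25 °C after ATP addition | signal = Cy5 beacon fluorescence read at start and 1 h | read-out basis = % inhibition of unwinding | control set = low DMSO, high thioflavine S at 110 µM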
VIM-2 inhibitor: inhibitors of Pseudomonas aeruginosa VIM-2 metallo-beta-lactamase. 0.89% of 290,000 active. AID 1527. purified VIM-2, nitrocefin hydrolysis, epi-absorbance fluorescence. inhibition, % at 5.6 µM;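 active means inhibition above the mean of all tested compounds plus 3 SD, cutoff set per screening run, cut at about 7.5% in these data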;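 further: red hydrolysis product quenches plate fluorescence so inhibitors raise well fluorescence; 0% = enzyme with DMSO and 100% = DMSO without enzyme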
IMP-1 inhibitor: blocks Pseudomonas aeruginosa IMP-1 metallo-beta-lactamase. inhibition, % at 5.6 µM. AID 1556. purified IMP-1, nitrocefin hydrolysis, epi-absorbance fluorescence. 0.45% of 290,000 active;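 active means inhibition above the mean plus 3 SD of all compounds in the same screening run, cut at about 4.5% in these data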;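 further: 0% = IMP-1 with DMSO and 100% = DMSO wells lacking enzyme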
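System: purified recombinant IMP-1 beta-lactamase. Medium: Zinc- and detergent-supplemented HEPES buffer, pH 7.1. Compound: one 5.6 µM dose […]. Schedule: 15 min preincubation plus 25 min reaction at 25 °C. Technique: Epi-absorbance fluorescence, 480 nm excitation, 530 nm emission.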
SUMO HTRF inh: inhibitors of human SUMOylation (UBC9) | P63279 | HTRF SUMOylation assay, SAE1/SAE2 + UBC9, in vitro | inhibition, % at 35 µM | 0.36% of 290,000 active; in the data active means inhibition above about 50%, passing the limit was not always enough; further: strong numbers were not always called active
IDE act: boosts human insulin-degrading enzyme activity in HEK cells; AID 493087; FAbeta-B cleavage, fluorescence polarization; 0% vehicle, 100% cell-free pure enzyme wells; P14735; 0.073% of 340,000 active; activation, % at 5.96 µM;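 active means activation above the mean of all tested compounds plus 3 SD, set per screening campaign, cut at about 17% in these data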
GalR3 antagonist: blocks the human galanin receptor 3 | AID 651719 | O60755 | HEK293 GalR3-CNG cAMP membrane potential fluorescence; galR3 body fused to GalR1 C-terminus | inhibition, % at 3 µM | 0.44% of 360,000 active;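 active means inhibition above the screen-wide average plus 3 SD, cut at about 13% in these data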;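 further: forskolin and galanin both at EC90 stimulate the cells; cAMP rise reported by CNG channel membrane potential dye signal; 0% = forskolin plus galanin with DMSO and 100% = forskolin alone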
p-CIP stab down: p/CIP protein destabilization; Q05BA5; F442A p/CIP-EGFP cells, EGFP fluorescence, 16 h; decrease of EGFP signal, % at 10 µM; 0.01% of 290,000 active;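 active means EGFP signal decrease of at least 30% at 10 µM or well 3 SD below plate mean, unless failing retest; inactive means the rest, including hits failing retest or dose response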; further: some compounds called inactive have numbers as strong as hits; many of its hits are not listed in these tables
CRFBP-R2 block: blocks CRF-induced signaling of the CRF-BP/CRF-R2 complex. HEK293 CRF-R2/CRF-BP, CRF-induced calcium fluorescence. 0.59% of 350,000 active. inhibition, % at 11.8 µM. AID 588475;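 active means inhibition of the ligand-induced calcium signal above about 50% at the single tested concentration, limit read from the data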
Active calls of the source: *; . = not tested or not shown; & = joins results of further samples.

(1) CCOn1c(SCC)nc2ccccc2c1=O
(2) COc1ccc(NS(=O)(=O)c2cc(C)ccc2NC(=O)c2cc(C)oc2C)cc1
(3) O=C(OCc1nc2ccccc2s1)c1cc2ccccc2oc1=O
(4) O=C(NC(Cc1ccccc1)C(=O)O)/C(=C/c1ccc([N+](=O)[O-])cc1)NC(=O)c1ccccc1 (stereo not drawn)
(5) COC(=O)C1CCN(C(=O)COC(=O)Cn2cnnn2)CC1
(6) Cc1cc2ccccc2c(=O)n1CC(=O)NCC(=O)N1CCN(c2cccc(Cl)c2)CC1

assay / compound	1	2	3	4	5	6
IDE cell inh	2	-2	-1	3	1	-5
NS3 helicase inh	0	-16	-2	16	12	-7
VIM-2 inhibitor	-0.1	-0.9	-0.2	-2.5	1.9	-3.1
IMP-1 inhibitor	0.0	-0.2	-3.3	-0.3	2.2	-3.6
SUMO HTRF inh	34	-26	4	26	21	-10
IDE act	5	-3	.	-3	.	-2
GalR3 antagonist	-4	-7	8	-3	.	-3
p-CIP stab down	-9	-12	10	-12	0	-7
CRFBP-R2 block	-8	-25	.	25	8	15

Arranged by SMILES length (descending): part of the list above
(4) O=C(NC(Cc1ccccc1)C(=O)O)/C(=C/c1ccc([N+](=O)[O-])cc1)NC(=O)c1ccccc1 (stereo not drawn)
(3) O=C(OCc1nc2ccccc2s1)c1cc2ccccc2oc1=O
(1) CCOn1c(SCC)nc2ccccc2c1=O

assay / compound	4	3	1
IDE cell inh	3	-1	2
NS3 helicase inh	16	-2	0
VIM-2 inhibitor	-2.5	-0.2	-0.1
IMP-1 inhibitor	-0.3	-3.3	0.0
SUMO HTRF inh	26	4	34
IDE act	-3	.	5
GalR3 antagonist	-3	8	-4
p-CIP stab down	-12	10	-9
CRFBP-R2 block	25	.	-8

(cont.)
(7) c1ccc(CSc2ncnc3c2cnn3-c2ccccc2)cc1
(8) CSC1=NCCN1S(=O)(=O)c1ccc(F)cc1
(9) CCN(Cc1ccccc1)C(=O)CN1C(=O)c2ccccc2C1=O
(10) COc1cccc(-n2c(-c3ccco3)nc3nc4ccccc4nc32)c1
(11) COC(=O)c1nnn(-c2ccc(Cl)c(Cl)c2)c1C(=O)OC
(12) CCc1ccc(NC2=NC(C(=O)NC3CCCCC3)CC(=O)N2)cc1 (stereo not drawn)

assay / compound	7	8	9	10	11	12
IDE cell inh	7	6	2	2	-7	-3
NS3 helicase inh	6	-4	-1	0	-4	1
VIM-2 inhibitor	-3.3	-2.9	-3.4	-1.6	-1.9	-2.7
IMP-1 inhibitor	-0.8	-1.8	-3.0	1.1	-0.8	-1.6
SUMO HTRF inh	0	8	16	29	11	43
IDE act	1	5	-6	-5	3	-1
GalR3 antagonist	0	-1	-6	-2	4	-4
p-CIP stab down	-12	16	-5	-23	2	2
CRFBP-R2 block	19	8	-2	16	-6	-7

(13) CC(C)Nc1ncnc2c1cnn2Cc1ccc(Cl)cc1
(14) CC1Sc2ccc(Cl)cc2-c2nc(N)ncc21 (stereo not drawn)
(15) CC(C)(C)n1cnc2cc(NC(=O)c3ccc(Cl)cc3)ccc21
(16) Cc1ccc(C(=O)Nc2nnc(Cc3ccccc3)s2)cc1
(17) CCOC(=O)c1ccc(N2C(=O)CC(N(C)Cc3ccccc3)C2=O)cc1 (stereo not drawn)
(18) CCOC(=O)c1cc(C(=O)OCC)c2cc(Br)ccc2n1

assay / compound	13	14	15	16	17	18
IDE cell inh	1	0	-2	1	5	0
NS3 helicase inh	-19	-1	-14	5	2	8
VIM-2 inhibitor	-4.0	-2.8	-1.3	-4.3	-3.1	1.1
IMP-1 inhibitor	-2.1	-2.0	-0.7	-3.6	-1.8	-9.6
SUMO HTRF inh	9	-4	14	0	-6	-8
IDE act	5	5	2	4	8	7
GalR3 antagonist	0	0	0	-1	-5	-6
p-CIP stab down	-17	-14	-9	-8	-18	-2
CRFBP-R2 block	-3	-35	0	-10	43	-5

(19) Cc1ccc(C(=O)N/N=C\c2c(C)nn(-c3ccccc3)c2Cl)cn1
(20) O=C(CN1C(=O)c2ccccc2C1=O)Nc1cccc(S(=O)(=O)Nc2ccccc2Cl)c1
(21) COc1cccc(-c2cc(C(F)(F)F)nc(N3CCOCC3)n2)c1
(22) CC(CC(=O)NC1CCCC1)c1ccccc1 (stereo not drawn)
(23) CCCCNC(=O)n1c(SC)nc2ccccc21
(24) O=C(CSc1nc2ccccc2s1)NNC(=O)Nc1ccc(Cl)c(Cl)c1

assay / compound	19	20	21	22	23	24
IDE cell inh	1	-4	0	-6	-1	-2
NS3 helicase inh	13	-1	6	9	2	8
VIM-2 inhibitor	1.1	-2.4	-4.6	-1.3	-4.6	-4.8
IMP-1 inhibitor	-2.1	-0.5	-4.5	-1.8	-3.5	-2.8
SUMO HTRF inh	-6	-12	9	8	12	-15
IDE act	4	3	7	7	-3	-1
GalR3 antagonist	-4	-6	-3	-5	2	-4
p-CIP stab down	10	4	-11	-9	-11	1
CRFBP-R2 block	7	-14	-29	-12	-8	1

(25) COc1ccc(CNC(=O)C(C)Sc2ccc(C)cc2)cc1 (stereo not drawn)
(26) c1ccc2cc3c(NCCN4CCOCC4)ccnc3cc2c1
(27) COC(=O)c1ccc(CNC(=O)COC(=O)CC23CC4CC(CC(Br)(C4)C2)C3)cc1
(28) COc1ccc(S(=O)(=O)Cc2ccc(C(=O)N3CCN(c4cccc(C)c4C)CC3)o2)cc1
(29) CCCSC(=O)N(CC)CC(=O)Nc1c(CC)cccc1CC
(30) O=C1CCCC(O)=C1Sc1ccccc1C(=O)O

assay / compound	25	26	27	28	29	30
IDE cell inh	2	.	8	13	2	-4
NS3 helicase inh	-3	14	4	-17	-2	9
VIM-2 inhibitor	-3.2	2.2	0.1	-0.1	-1.6	0.6
IMP-1 inhibitor	-3.4	-3.3	-1.0	-3.3	-1.4	-2.2
SUMO HTRF inh	9	28	-24	-13	14	24
IDE act	4	1	6	0	5	3
GalR3 antagonist	3	-4	1	4	.	-4
p-CIP stab down	-12	-19	-5	-8	-7	-7
CRFBP-R2 block	24	8	51*	15	-38	-7

(31) COc1cc([N+](=O)[O-])ccc1NC(=O)C1CCCN(S(C)(=O)=O)C1 (stereo not drawn)
(32) CC1(NC(=O)c2cc(S(=O)(=O)N3CCCCC3)ccc2Cl)CCS(=O)(=O)C1 (stereo not drawn)
(33) COC(=O)c1ccsc1NC(=O)CCS(=O)(=O)c1ccccc1
(34) CC1CCCN(CC(=O)Nc2ccc(S(=O)(=O)N3CCCCC3)cc2)C1 (stereo not drawn)
(35) COc1ccccc1OCCCCCNCCO
(36) COc1ccc(S(=O)(=O)Cc2ccc(C(=O)NCc3ccccc3OC)o2)cc1

assay / compound	31	32	33	34	35	36
IDE cell inh	1	8	1	3	6	1
NS3 helicase inh	.	2	2	0	-11	7
VIM-2 inhibitor	.	-4.6	-2.1	-2.1	-2.8	-2.4
IMP-1 inhibitor	.	-5.2	0.7	-1.8	-1.9	-2.0
SUMO HTRF inh	.	-8	26	-2	20	5
IDE act	-4	4	1	-3	0	8
GalR3 antagonist	-5	-3	-2	-4	-12	1
p-CIP stab down	.	-7	-17	-11	-3	-20
CRFBP-R2 block	4	-3	-3	-2	5	2

(37) COc1cc(C2NC(=O)NC(C)=C2C(=O)OCc2ccccc2)ccc1O (stereo not drawn)
(38) CCOC(=O)/C(=C/c1ccccc1)NC(=O)c1ccco1
(39) O=C(O)CSc1cccc2cccnc12
(40) CCOc1cc(C(=O)Nc2c3c(nn2C(C)(C)C)CS(=O)C3)cc(OCC)c1OCC (stereo not drawn)
(41) Cc1ccc(-n2c3nc(=O)[nH]c(=O)c-3cc3cc([N+](=O)[O-])ccc32)cc1
(42) O=C(CSCc1ccc([N+](=O)[O-])cc1)NC1CC2CCC1C2 (stereo not drawn)

assay / compound	37	38	39	40	41	42
IDE cell inh	3	-2	2&-5	4	6	-3
NS3 helicase inh	.	5	12&0	2	5	-8
VIM-2 inhibitor	.	-3.4	-2.8&-4.4	1.5	0.4	-1.4
IMP-1 inhibitor	.	-1.2	-7.1&-4.7	-5.6	-0.2	-2.4
SUMO HTRF inh	-4	1	23&26	11	-2	-5
IDE act	3	5	-1&1	-2	-6	3
GalR3 antagonist	-2	-3	2&-6	2	1	-2
p-CIP stab down	-6	-11	-5&-15	-10	-8	-31
CRFBP-R2 block	29	15	4&-3	4	-25	33

Three entries drawn at random from the list so far, as already listed:
(41) Cc1ccc(-n2c3nc(=O)[nH]c(=O)c-3cc3cc([N+](=O)[O-])ccc32)cc1
(42) O=C(CSCc1ccc([N+](=O)[O-])cc1)NC1CC2CCC1C2 (stereo not drawn)
(39) O=C(O)CSc1cccc2cccnc12

assay / compound	41	42	39
IDE cell inh	6	-3	2&-5
NS3 helicase inh	5	-8	12&0
VIM-2 inhibitor	0.4	-1.4	-2.8&-4.4
IMP-1 inhibitor	-0.2	-2.4	-7.1&-4.7
SUMO HTRF inh	-2	-5	23&26
IDE act	-6	3	-1&1
GalR3 antagonist	1	-2	2&-6
p-CIP stab down	-8	-31	-5&-15
CRFBP-R2 block	-25	33	4&-3

Other compounds
(43) CN(C)/C=N/c1ncc(C(=O)c2ccc(-c3ccccc3)cc2)s1
(44) Cc1cccc(OC(C)C(=O)N2CCN(Cc3ccc4c(c3)OCO4)CC2)c1 (stereo not drawn)
(45) CCOc1ccccc1NC(=O)CN(c1ccc(OC)cc1OC)S(=O)(=O)c1ccccc1[N+](=O)[O-]
(46) Cc1cc(C)n(C(=O)COc2ccc([N+](=O)[O-])cc2)n1
(47) Cc1noc(C)c1CSCC(=O)N(C)CC(=O)Nc1ccc(F)c(F)c1F
(48) Cc1cccc(OCc2nc3ccccc3n2C)c1
(49) CC1CC1C(=O)Nc1ccc(-c2ccccc2)cc1 (stereo not drawn)
(50) COc1cccc(C(=O)Nc2c(F)c(F)c(F)c(F)c2F)c1
(51) Cc1c(C=O)c2ccccc2n1CC(=O)NCc1ccc2c(c1)OCO2

assay / compound	43	44	45	46	47	48	49	50	51
IDE cell inh	7	-2	0	-2	-5	3	-1	-1	3
NS3 helicase inh	-18	-8	-3	0	.	6	0	1	-3
VIM-2 inhibitor	0.7	-3.2	-7.4	-4.0	.	-3.1	-1.8	-5.6	-2.0
IMP-1 inhibitor	-0.9	-3.5	-2.4	-2.2	.	-4.8	-2.8	-5.5	-2.0
SUMO HTRF inh	-2	-8	1	13	.	-6	0	-3	13
IDE act	0	1	11	-4	4	-3	-4	3	6
GalR3 antagonist	-4	-4	-1	-2	-1	-10	-4	-3	1
p-CIP stab down	16	-7	5	-5	.	-8	-4	0	-26
CRFBP-R2 block	-6	1	-12	7	6	-2	-1	27	-5

Random draw from the library; 3.2% or so of the library scored in one or more.
